Screening data: PubChem BioAssay, SRMLSC
SKBR3 24h inh – SK-BR-3 proliferation inhibitors; SK-BR-3 viability, CellTiter-Glo ATP luminescence, 24 h; active compounds read low; viability, % at 10 µM; actives 0.47% (n = 41,000);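 active = viability at or below the median of all test compounds minus 3 SD, in both replicates if run twice, cut at about 45% in these data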;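 note: 100% = median untreated cell wells and 0% = median positive control drug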
* marks the source's active call; other numbers are inactive results.

Start of the data: the first 2 compounds, ahead of the listing:
SMILES	SKBR3 24h inh
Cc1ccn2cc(C(=O)Nc3ccccc3N3CCOCC3)nc2c1	80
COc1cccc(-c2nn3c(-c4ccccn4)nnc3s2)c1	107

The listing, previewed entries included:
SMILES	SKBR3 24h inh
Cc1ccn2cc(C(=O)Nc3ccccc3N3CCOCC3)nc2c1	80
COc1cccc(-c2nn3c(-c4ccccn4)nnc3s2)c1	107
CCSCCC(NC1=CC(=O)CC(C)(C)C1)C(=O)O (stereo unspecified)	74
CCCOC(=O)C1[C@H]2C(=O)N(C(C)c3ccc(OC)cc3)C[C@]23C=C[C@H]1O3 (stereo partly specified)	96
Cc1cc2nc(SCC(=O)O)nc(C)c2cc1C	89
Cc1cccc(Cn2c(NCCO)nc3c2c(=O)n(C)c(=O)n3C)c1	82
CCC(OC(=O)c1cc2sccc2n1C)C(=O)NCC1CCCO1 (stereo unspecified)	71
Nc1cc(N)nc(SCCOc2ccccc2)n1	102
O=S(=O)(NCc1cccnc1)c1cc(Cl)ccc1Cl	121
CCOC(=O)c1ccc(NS(=O)(=O)N2CCCCCC2)cc1	97
Cc1ccc(NC(=O)CSC2=C(C#N)C(c3ccc4c(c3)OCO4)C3=C(CCCC3=O)N2)c(C)c1 (stereo unspecified)	109
Cc1ccc(N(CC(=O)Nc2ccc3c(c2)OCCO3)S(=O)(=O)c2c(C)noc2C)cc1	74
CCOC(=O)c1nnn(-c2nonc2N)c1-c1cccc2ccccc12	66
Cc1c(Cl)cccc1N1C(=O)C2ON(c3ccccc3)C(c3cccnc3)C2C1=O (stereo unspecified)	85
N#Cc1ccccc1NC(=O)COC(=O)c1ccc2c(c1)OCCO2	85
O=C(Nc1ccc2oc(-c3ccncc3)nc2c1)c1c(F)c(F)c(F)c(F)c1F	90
COc1ccccc1CC(=O)N(CCC#N)CCC#N	80
Cc1ccc(S(=O)(=O)NCc2ccc(C(=O)N3CCN(c4ccccn4)CC3)cc2)cc1	68
O=C(NCc1cccc(C(F)(F)F)c1)C1CCN(c2ncccn2)CC1	88
CC1(C)CC(=O)C2=C(C1)OC(N)=C(C#N)C21CCN(Cc2ccccc2)CC1	85
CCOC(=O)c1c(C)nn(Cc2cccc(Cl)c2)c1N	83
Cc1ccc(-c2nsc3c(N4CCC(C(N)=O)CC4)ncnc23)cc1	91
CCCOC(=O)c1ccc(NC(=O)c2cnccn2)cc1	81
O=C(O)C1CC=CCC1C(=O)Nc1cccc(F)c1 (stereo unspecified)	106
CCOC(=O)c1cccc(NC(=O)CSc2nc(N)cc(N)n2)c1	101
CCOC(=O)c1c(C)oc2ccc(OCC(=O)N(CC)CC)cc12	79
CCCCc1nc(NCCNC(=O)c2ccco2)c(C#N)c2c1CSC(C)(C)C2	87
CCOC(=O)CN1CC23C=CC(O2)C(C(=O)Nc2ccc(F)c(C)c2)C3C1=O (stereo unspecified)	92
CC(C)(C)OC(=O)N1CCC(C(=O)N2CCC[C@H]2C(=O)O)CC1	102
O=C(Nc1ccc(OC(F)(F)F)cc1)C1CCCN(S(=O)(=O)c2cccnc2)C1 (stereo unspecified)	79
Oc1cc(Cc2ccccc2)cnc1CN1CCOCC1	115
Nc1c(C(=O)NCc2cccnc2)sc(=S)n1-c1ccccc1	84
O=C(NCC1COCCO1)C1CCN(S(=O)(=O)c2ccccc2)CC1 (stereo unspecified)	123
CCOC(=O)c1ccc(NC(=O)NS(=O)(=O)c2ccc(C)cc2)cc1	115
Cc1nc2cc(NC(=O)NCc3ccc4c(c3)OCO4)ccc2o1	95
CCOCCCNC(=O)CN(Cc1ccc(Cl)cc1)S(C)(=O)=O	102
CNc1nc2c(c(=O)[nH]c(=O)n2C)n1CCOC	116
CC(C)c1nc2sc3c(SCC(=O)NCc4ccco4)ncnc3c2c2c1CCC2	74
CC1CN(C(=O)CN2C(=O)c3ccccc3C2=O)CC(C)O1 (stereo unspecified)	73
COc1cccc(CNc2nc3nc(C)c(Cl)c(C)n3n2)c1	87
Nc1c(S(=O)(=O)c2ccccc2)c2nc3ccccc3nc2n1/N=C/c1ccco1	78
CC(C)C(=O)N1CCN(CCN=CC2=C(O)CC(c3ccco3)CC2=O)CC1 (stereo unspecified)	104
Cc1cc(=O)[nH]c(SCC(=O)C23CC4CC(CC(C4)C2)C3)c1C#N	87
O=C(NCc1cccnc1)c1cnc2n(c1=O)CCS2	81
Cc1ccc(-n2c(=O)c(C#N)cc3c(=O)n4ccccc4nc32)cc1	79
O=C1c2ccccc2C(=O)N1c1ncccn1	86
CCc1ccc(NS(=O)(=O)c2cccs2)cc1	82
O=C(COc1ccc(Cl)cc1Cl)NC1CCSC1=O (stereo unspecified)	74
CCC(=O)Nc1cccc(-c2nnc(SCC(=O)c3ccccc3)n2C)c1	88
COc1ccc(C(=O)Nn2c(C3CCC3)nc3ccccc3c2=O)c(OC)c1	89
(cont.)
SMILES	SKBR3 24h inh
O=C(CCCc1ccccc1)N1CCc2ccccc21	91
O=C1CCCC(O)=C1C(C#Cc1ccccc1)C1=C(O)CCCC1=O	87
O=C(CC(c1ccccc1)c1cc(Br)ccc1O)NCc1ccco1 (stereo unspecified)	79
CCOC(=O)C1CCCN(Cc2cccc(Cl)c2)C1 (stereo unspecified)	95
CCOc1cc(S(=O)(=O)NCc2ccco2)c(OCC)cc1-n1cnnn1	93
COc1ccccc1C(=O)NCc1ccc2c(c1)OCO2	113
Cc1ccc2c(c1)N(CCC(=O)NCCCOC(C)C)C(=O)C(C)O2 (stereo unspecified)	73
COc1ccc(-c2ccc(-c3nnc(Cc4ccc(OC)c(OC)c4)o3)cc2)cc1	87
Cc1cc(NCCN2CCOCC2)n2ncc(-c3ccc(Cl)cc3)c2n1	73
CS(=O)(=O)N1CCC(C(=O)Nc2cc(C(F)(F)F)ccc2Cl)CC1	98

Some of the entries so far, bar-delimited.
Molecule | SKBR3 24h inh
CCOCCCNC(=O)CN(Cc1ccc(Cl)cc1)S(C)(=O)=O | 102
CNc1nc2c(c(=O)[nH]c(=O)n2C)n1CCOC | 116
CC(C)c1nc2sc3c(SCC(=O)NCc4ccco4)ncnc3c2c2c1CCC2 | 74
CC1CN(C(=O)CN2C(=O)c3ccccc3C2=O)CC(C)O1 (stereo unspecified) | 73
COc1cccc(CNc2nc3nc(C)c(Cl)c(C)n3n2)c1 | 87
Nc1c(S(=O)(=O)c2ccccc2)c2nc3ccccc3nc2n1/N=C/c1ccco1 | 78
CC(C)C(=O)N1CCN(CCN=CC2=C(O)CC(c3ccco3)CC2=O)CC1 (stereo unspecified) | 104
Cc1cc(=O)[nH]c(SCC(=O)C23CC4CC(CC(C4)C2)C3)c1C#N | 87
O=C(NCc1cccnc1)c1cnc2n(c1=O)CCS2 | 81
Cc1ccc(-n2c(=O)c(C#N)cc3c(=O)n4ccccc4nc32)cc1 | 79
O=C1c2ccccc2C(=O)N1c1ncccn1 | 86
CCc1ccc(NS(=O)(=O)c2cccs2)cc1 | 82
O=C(COc1ccc(Cl)cc1Cl)NC1CCSC1=O (stereo unspecified) | 74
CCC(=O)Nc1cccc(-c2nnc(SCC(=O)c3ccccc3)n2C)c1 | 88
COc1ccc(C(=O)Nn2c(C3CCC3)nc3ccccc3c2=O)c(OC)c1 | 89
O=C(CCCc1ccccc1)N1CCc2ccccc21 | 91
O=C1CCCC(O)=C1C(C#Cc1ccccc1)C1=C(O)CCCC1=O | 87
O=C(CC(c1ccccc1)c1cc(Br)ccc1O)NCc1ccco1 (stereo unspecified) | 79
CCOC(=O)C1CCCN(Cc2cccc(Cl)c2)C1 (stereo unspecified) | 95
CCOc1cc(S(=O)(=O)NCc2ccco2)c(OCC)cc1-n1cnnn1 | 93
COc1ccccc1C(=O)NCc1ccc2c(c1)OCO2 | 113
Cc1ccc2c(c1)N(CCC(=O)NCCCOC(C)C)C(=O)C(C)O2 (stereo unspecified) | 73

More records.
SMILES	SKBR3 24h inh
COc1cccc(-c2nn(-c3ccccc3)cc2C(=O)NCC(=O)O)c1	77
Cc1cc(Cl)cc(Br)c1OCCNCC(C)O (stereo unspecified)	98
COc1nc(OC/C(N)=N/O)nc(N2CCOCC2)n1	80
CN1c2ccccc2-c2nc3ccccc3n2C1c1ccncc1 (stereo unspecified)	95
COc1ccc2c(c1)c(CC(=O)O)c(C)n2C(=O)c1ccc(Cl)cc1	92
COc1cc(C)nc(NS(=O)(=O)c2ccc(C)cc2)n1	73
NC(=O)c1cnn2c1NC(c1ccc(F)cc1)CC2C(F)(F)F (stereo unspecified)	93
COC(=O)c1[nH]c2cccc(OC)c2c1NC(=O)CN1CCN(c2cccc(OC)c2)C(C)C1 (stereo unspecified)	103
Cc1cccc(C)c1NC(=O)C1CC(=O)N(C(C)C)C1 (stereo unspecified)	85
CCOC(=O)c1cnn(-c2ncnc3sc(CC)cc23)c1N	102
CSc1nc(C2CC2)cc(-c2cccs2)c1C#N	100
O=C(CSc1nnc(NC(=O)CN2CCOCC2)s1)Nc1ccccc1	90
Cc1ccc(Cl)cc1N1CCN(CC(=O)Nc2ccc3[nH]c(=O)[nH]c3c2)CC1	92
C=CCn1c(SCC(=O)OCc2ccccc2)nc2c1c(=O)n(C)c(=O)n2C	101
C/C(=C1/SC(=S)N(CCC(=O)O)C1=O)c1ccc(O)cc1	94
CCOC(=O)CSc1nc2sc3c(c2c(=O)n1CC)CC(C)(C)OC3	96
CC(=O)c1c(C)nc(-c2ccc(Cl)cc2Cl)n1O	90
COc1ccc(COC(=O)C2=C(C)NC(=O)NC2c2ccc(O)c(OC)c2)cc1 (stereo unspecified)	118
CCOC(=O)CSc1nnc(CNC(=O)Cc2ccccc2)n1C	90
CCn1c(=N)n(CC(=O)C23CC4CC(CC(C4)C2)C3)c2ccccc21	89
CCCOc1ccc(/C(O)=C2/C(=O)C(=O)N(CCCN3CCOCC3)C2c2ccncc2)cc1 (stereo unspecified)	87
CCC(=O)N(Cc1cc(=O)[nH]c2ccccc12)c1cccc(C)c1	80
c1coc(CNCC2OCCc3ccccc32)c1 (stereo unspecified)	118
Cc1nc2nc(Cc3ccccc3)[nH]n2c(=O)c1Cl	92
COc1nc(Nc2ccc(-c3nc4ccccc4o3)cc2)nc(N2CCOCC2)n1	68
CCC(=O)Oc1ccc(-c2nc(-c3cccnc3)no2)cc1	103
COc1ccc(C(=O)n2nc(-c3ccccc3)nc2N)cc1OC	96
COc1ccc(S(=O)(=O)Nc2ccc(C)cc2)cc1OC	70
Cc1cccc(NC2=NC(C)(C)N=C(N)N2)c1C	126
CCCCNC(=O)OCCNC(=O)Oc1cccc(C)c1	94
CC1=C(C#N)C2C(/C1=N/O)C2(C)C (stereo unspecified)	105
CC(=O)c1cc(F)c(N2CCN(CCC#N)CC2)cc1C	75
Cn1nc(C(=O)Nc2cccc(C(F)(F)F)c2)ccc1=O	96
Cc1ccc(N2C(=O)c3cccc4c(N5CCN(C)CC5)ccc(c34)C2=O)c2cccnc12	97
CCCOC(=O)NC(CC)COC(=O)Nc1cccc(C)c1C (stereo unspecified)	83
CC(=O)c1cccc(NC(=O)C=C(C)C)c1	100
Cc1[nH]nc2c1C(c1cccc(OC(=O)N3CCOCC3)c1)C(C#N)=C(N)O2 (stereo unspecified)	91
COc1cc(NC(=O)c2noc3c2CCCC3)c(OC)cc1Cl	86
COc1cccc(NC(=O)N2CCCC2C(=O)NCC(C)C)c1 (stereo unspecified)	99
Cc1cc(N2CCN(c3ccccc3)CC2)nc(-c2ccccc2)n1	77
CC(C)CCNC(=O)C(c1ccco1)N(CC1CCCO1)C(=O)Cn1nnc2ccccc21 (stereo unspecified)	111
Cn1c(=O)c2c(nc(CN3CCC(C(N)=O)CC3)n2CCCc2ccccc2)n(C)c1=O	90
COC(=O)C1=C(C)Nc2nnnn2C1c1ccc(Cl)cc1Cl (stereo unspecified)	92
COc1cccc(CNC(=O)C2CCN(S(=O)(=O)c3ccc(F)cc3)CC2)c1	83
CN1C(=O)c2ccc(NC(=O)c3c(F)c(F)c(F)c(F)c3F)cc2C1=O	98
CC1(C)CC(C2N3CC4(C)CN2CC(C)(C3)C4=O)CCO1 (stereo unspecified)	89
CC(C)(C)SCCNC(=O)CSc1ccccc1	82
CCOC(=O)C1=CN(C)C=C(C(=O)OCC)C1c1ccsc1	82
Cn1c(=O)c2c(ncn2CC(=O)N2CCN(c3ccc(F)cc3)CC2)n(C)c1=O	106
Cc1ccc2cc(CN(CC3CCCO3)C(=O)C(C)C)c(=O)[nH]c2c1 (stereo unspecified)	79
Carrying on:
SMILES	SKBR3 24h inh
CCOC(=O)Cn1c(=O)c2c(nc(N3CCCCC3)n2C)n(C)c1=O	100
CCc1nnc(NC(=O)C2CCN(c3cnccn3)CC2)s1	91
COc1ccc(N2C(=O)C3CCCN3C2c2cccc(F)c2)cc1Cl (stereo unspecified)	72
CCOc1ccc(NC(=O)c2ccco2)cc1	92
CN1CCN(c2nc(-c3cccs3)cc(C(F)(F)F)n2)CC1	75
COC(=O)c1ccccc1NC(=O)CSc1nc(-c2ccco2)cc(C(F)(F)F)n1	149
OCCN1CCN(c2nc(-c3ccccc3)nc3c2oc2ccccc23)CC1	62
CC(c1ccco1)N(C(=O)c1ccc(S(=O)(=O)N2CCCCC2)cc1)c1ccccn1 (stereo unspecified)	86
Cc1ccc(C2(C(F)(F)F)NC(=O)N3CCCN=C3S2)cc1 (stereo unspecified)	118
Nc1nonc1-c1nc2ccccc2n1CC(=O)N1CCN(c2ccc(F)cc2)CC1	87
CC1(C)Cc2c(sc3ncn4nc(-c5ccco5)nc4c23)CO1	84
COc1ccc(-c2cc(C(=O)N3CCN(C(c4ccccc4)c4ccccc4)CC3)no2)cc1	93
Cc1ccccc1OCC(=O)NCC1CCCO1 (stereo unspecified)	97
CCOc1ccccc1NC(=O)CSc1nnc(-c2cnccn2)n1C	93
Cc1c(O)nc(SC2CC(=O)N(c3ccccc3)C2=O)[nH]c1=O (stereo unspecified)	91
CCCCOCCCNC(=O)COc1ccccc1	96
Cc1ccc(C)c(NC2=NS(=O)(=O)c3ccccc32)c1	106
CCOc1ccc2c(c1)N(C(=O)CN1C(=O)CCC1=O)C(C)(C)C=C2C	91
CC(=O)Nc1ccc(C(=O)Cn2nnc3ccccc3c2=O)cc1	101
Cc1cc(C(=O)Nc2ccon2)cs1	108
COC(=O)CC1=NC(=O)CS1	84
CCOc1cc(OCC)cc(C(=O)Nc2cccnc2)c1	86

A portion of the library. The share of hits here may be higher or lower than overall.
